CHT inh = inhibitors of human choline transporter CHT | High affinity choline transporter 1 (Homo sapiens), Q9GZV3 | CHT-expressing cells, membrane potential dye, choline response; hits give low values | B-score at 10 µM | actives 0.86% (n = 310,000) | AID 488975, 2010;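 active = B-score over 3 SD under the library average, and starting fluorescence ratio not unusually high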;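 note: choline stimulus applied at its EC90 after an EC20 pre-addition; B-score computed on integrated fluorescence ratio after choline addition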
Target sequence (Q9GZV3 whole entry, looked up): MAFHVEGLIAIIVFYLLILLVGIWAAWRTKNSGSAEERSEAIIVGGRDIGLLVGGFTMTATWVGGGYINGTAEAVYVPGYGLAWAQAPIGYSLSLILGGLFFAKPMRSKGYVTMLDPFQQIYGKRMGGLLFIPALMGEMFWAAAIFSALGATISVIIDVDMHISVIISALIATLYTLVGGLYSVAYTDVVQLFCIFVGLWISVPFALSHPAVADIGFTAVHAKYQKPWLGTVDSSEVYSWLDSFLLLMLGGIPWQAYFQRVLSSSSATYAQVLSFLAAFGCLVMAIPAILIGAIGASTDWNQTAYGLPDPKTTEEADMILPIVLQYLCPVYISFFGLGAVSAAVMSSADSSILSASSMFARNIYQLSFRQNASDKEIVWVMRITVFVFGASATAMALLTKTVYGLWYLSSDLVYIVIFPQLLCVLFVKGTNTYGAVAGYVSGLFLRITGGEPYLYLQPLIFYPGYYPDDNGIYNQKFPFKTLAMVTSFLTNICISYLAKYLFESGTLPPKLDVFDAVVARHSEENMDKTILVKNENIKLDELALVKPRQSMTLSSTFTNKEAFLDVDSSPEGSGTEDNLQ
CHT allo act = CHT positive allosteric modulators, primary screen, cell-based, membrane potential dye, choline EC20 | B-score at 10 µM | actives 0.49% (n = 310,000) | High affinity choline transporter 1 (Homo sapiens), Q9GZV3 | CHT-expressing cells; hits give high values; LV-AA mutant CHT in HEK293 cells;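 active = initial fluorescence not abnormally high and integrated response B-score, plate-corrected, over 3 SD above library mean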
Starred values were filed as active, the others as inactive; i = inactive.

SMILES	CHT inh	CHT allo act
CC1CN(C2=NC(=O)/C(=C3/C(=O)N(Cc4ccc(F)cc4)c4ccccc43)S2)CC(C)O1 (stereo not given)	i	i
CCOC(=O)Cn1cc(C(=O)C(C)(C)C)c2ccccc21	i	i
CN(C)CCOc1cccc(Cl)c1	i	i
CC(C)CN1C(=O)c2ccc(NC(=O)c3ccccc3F)cc2C1=O	i	i
COc1ccc(-c2nc(CC(=O)O)cs2)cc1OC	i	i
Cc1ccc(S(=O)(=O)NCC(=O)OCc2csc(-c3ccccc3)n2)cc1	i	i
CSc1ccccc1NC(=O)CSc1nnc(Cc2ccccc2)o1	i	i
Clc1ccc(CN(Cc2ccccc2)C(c2cccs2)c2nnnn2C2CCCC2)cc1 (stereo not given)	i	i
COC(=O)c1ccc(CSCC(=O)Nc2ccccc2)cc1	i	i
COc1cc(CCC(=O)Nc2cc(Cl)ccc2N2CCN(C)CC2)cc(OC)c1OC	i	i
CC(=O)N1N=C(c2ccco2)CC1c1cc2ccc(C)cc2nc1Cl (stereo not given)	i	i
COc1ccc(C(CC(=O)O)NC(=O)c2cccs2)cc1 (stereo not given)	i	i

A draw from above in order of heavy-atom count, low to high:
SMILES	CHT inh	CHT allo act
COc1ccc(-c2nc(CC(=O)O)cs2)cc1OC	i	i
COc1ccc(C(CC(=O)O)NC(=O)c2cccs2)cc1 (stereo not given)	i	i
CSc1ccccc1NC(=O)CSc1nnc(Cc2ccccc2)o1	i	i

The listing picks up with the 4 entries that preceded the break.
SMILES	CHT inh	CHT allo act
COC(=O)c1ccc(CSCC(=O)Nc2ccccc2)cc1	i	i
COc1cc(CCC(=O)Nc2cc(Cl)ccc2N2CCN(C)CC2)cc(OC)c1OC	i	i
CC(=O)N1N=C(c2ccco2)CC1c1cc2ccc(C)cc2nc1Cl (stereo not given)	i	i
COc1ccc(C(CC(=O)O)NC(=O)c2cccs2)cc1 (stereo not given)	i	i
COc1ccc(CC(=O)NCC2CCCN(Cc3cccc(SC)c3)C2)cc1 (stereo not given)	i	i
O=C(O)c1cccc(NC(=O)C2C3C=CC(C3)C2C(=O)OCC(F)(F)C(F)F)c1 (stereo not given)	i	i
CCC(NS(=O)(=O)c1ccc2c(c1)NC(=O)C(C)C(=O)N2)c1cccs1 (stereo not given)	i	i
CC1CCCC(C)N1/N=C/c1cc(Br)c(O)c(Br)c1 (stereo not given)	i	i
CCN(CC)CCOC(=O)c1c(C)oc2ccc(OC)cc12	i	i
Cc1cc(NC(=O)Nc2ccc(F)cc2F)n(C)n1	i	i
Cc1c(NC(=O)c2ccc(N3CCCC3)c([N+](=O)[O-])c2)cccc1-c1nc2ccccc2s1	i	i
O=C(CNC(=O)c1ccc(Cl)c([N+](=O)[O-])c1)OCN1C(=O)c2ccccc2C1=O	i	i
O=C(Nc1cnn(Cc2ccc(Cl)c(Cl)c2)c1)c1nc2ncccn2n1	i	i
O=C(Nc1nnc(COc2ccc(Cl)cc2)s1)c1ccc([N+](=O)[O-])cc1	i	i
O=C(Nc1cccc(Cl)c1)N1CCCC1	i	i
COc1ccc(N(C)C(=O)c2ccc3nc(-c4ccccc4)c(-c4ccccc4)nc3c2)cc1	i	i
CC(C)CN(C(=O)COC(=O)CNC(=O)c1sc2ccccc2c1Cl)C1CCS(=O)(=O)C1 (stereo not given)	i	i
COc1ccc(-c2cc(=O)oc3cc(OCC(=O)NCc4ccccn4)ccc23)cc1	i	i
CCCc1cc(=O)oc2cc(OCC(=O)Nc3ccccn3)ccc12	i	i
CCCSc1nnc2c(n1)OC(c1cccn1C)N(C(C)=O)c1ccccc1-2 (stereo not given)	i	i
Cc1ccc(SCCCCN2CCNCC2)cc1	i	i
COc1ccc(NC(=O)[C@@H]2CC=C[C@@H]3CCN(Cc4ccc(Cl)c(Cl)c4)C(=O)[C@@H]32)cc1	i	i
CCCn1c(=N)n(CC(O)c2ccc(C)cc2)c2ccccc21 (stereo not given)	i	i
Cn1c(N)c(C(=O)COC(=O)C23CC4CC(CC(C4)C2)C3)c(=O)n(C)c1=O	i	i
CCCc1[nH]nc2c1C(c1ccncc1)C(C#N)=C(N)O2 (stereo not given)	i	i
CN(C)S(=O)(=O)c1ccc2c(c1)nc(CCC(=O)NCC1CCCCC1)n2C	i	i
O=C(NCCc1c[nH]c2ccccc12)/C(=C/c1cccnc1)NC(=O)c1cccs1	i	i
CC(C)CN(C(=O)COC(=O)c1cccn1C)c1c(N)n(Cc2ccccc2)c(=O)[nH]c1=O	i	i
Cc1ccc(S[C@@H](CCN2CC[C@H](C)CCC2=O)c2ccccc2)cc1	i	i
CCCn1ncc(CN2CCN(Cc3ccc(C)o3)C(CCO)C2)c1C (stereo not given)	i	i
CCOc1ccc(NC(=O)Cn2cc(C(=O)CC)c3ccccc32)cc1	i	i
COc1ccc(CCNC(=O)c2cn3ccc(C)cc3n2)cc1OC	i	i
O=S(=O)(Nc1ccc(-n2cnnn2)cc1)c1ccc(F)c(F)c1F	i	i
Cc1csc(N(C(=O)Cc2ccccc2F)c2ccccc2)n1	i	i
COc1ccc(N2CCN(C(=O)c3cn(C4CCCC4)c(=O)c4c3c3ccccc3n4C)CC2)cc1	i	i
COc1ccc(S(=O)(=O)N2CCC(C(=O)N3CCC(C(N)=O)CC3)CC2)cc1Cl	i	i
Cc1cc(C=O)c(C)n1-c1ccc(Oc2ccc([N+](=O)[O-])cn2)cc1	i	i
CCC(C)/C=C/C1=CC2=C(Cl)C(=O)C3(C)OC(=O)C(C(=O)C(C)C(C)O)C3C2=CO1 (stereo not given)	i	i
C=CCN(c1ccccc1)S(=O)(=O)c1cccc(C(=O)NNC(=O)c2ccccc2O)c1	i	i
CCCN(C(=O)Cn1ncc2c(=O)oc3ccccc3c21)c1cccc(C)c1	i	i
CC(=O)Oc1ccc2cc(-c3ccccc3)c(=O)oc2c1	i	i
CCCCN(CC)Cc1ccc(CNC(=S)Nc2cccc(F)c2)o1	i	i
CCc1c(C)nc2c(OC)cccc2c1Cl	i	i
Cc1ccc(OCC(O)Cn2c(N3CCCCC3)nc3c2c(=O)[nH]c(=O)n3C)cc1 (stereo not given)	i	i
COC(=O)c1cc(OC)c(OC)cc1NC(=S)N1CCCCC1	i	i
O=C(Nc1ccc2snnc2c1)N1CCOCC1	i	i
CCOC(=O)c1cc(NC(=O)NCc2ccco2)c(C)nc1C	i	i
CCCCn1c(=O)c2c(c3ccccc31)OCC(=O)N2	i	i
CC1CCCCC1NC(=O)CSc1nnc(-c2ccncc2)n1CCCN(C)C (stereo not given)	i	i
O=C(NC1CC1)c1ccc2c(c1)N(Cc1ccccc1)CCS2	i	i
CCCOc1ccc(C2=NNC(=O)CC2)cc1	i	i
CN(C)C(CNc1ccc(C(F)(F)F)cn1)c1ccccc1 (stereo not given)	i	i
CCOC(=O)c1cccc(NC(=O)COC)c1	i	i
CN1CCN(CC(=O)Nc2cc(N3CCOCC3)ccc2[N+](=O)[O-])CC1	i	i
S=C(NCc1ccco1)N1CCN(Cc2ccco2)CC1	i	i
O=C(Nc1ccccc1)c1nnn(Cc2ccccc2)c1NC(=O)C(F)(F)F	-5*	i
CCC(Cc1ccccc1)NC(=O)C1CCN(c2nn3c(=O)cc(C)nc3s2)CC1 (stereo not given)	i	i
O=C1CCC(=O)N1CC(O)COc1ccccc1 (stereo not given)	i	i
CCn1nc(NS(=O)(=O)c2ccc(C)cc2)c2cc3ccccc3nc21	i	i
Cc1ccc(S(=O)(=O)N2C=CC(C(F)(F)F)=NCC2)cc1	i	i
COC(=O)c1cscc1S(=O)(=O)Cc1ccccc1	i	i
CC(C)n1c(SCC(=O)NC2CC2)nnc1C1CC1	i	i
CC(C)CC(C(=O)N1CCc2ccccc2C1)N1C(=O)c2ccccc2C1=O (stereo not given)	i	i
O=C(CCn1c(=O)c2ccccc2n(Cc2ccccc2)c1=O)NC1CCN(Cc2ccccc2)CC1	i	i
Other entries follow.
SMILES	CHT inh	CHT allo act
Cc1ccc(NC2CCCN(C(=O)CCc3scnc3C)C2)cc1C (stereo not given)	i	i
COc1ccccc1CNC(=O)c1ccc(OCc2c(C)noc2C)c(OC)c1	i	i
CCOC(=O)c1c(NC(=O)COC(=O)CCOc2ccccc2C)sc(C(=O)NC)c1C	i	i
CC(=O)Nc1ccc(S(=O)(=O)Nc2nc3ccccc3nc2Nc2ccc(S(N)(=O)=O)cc2)cc1	i	i
OC(C#CCN1CCOCC1)c1cccs1 (stereo not given)	i	i
C#C[C@]1(O)CC[C@H]2[C@@H]3CCc4cc(OC5CCCC5)ccc4[C@H]3CC[C@@]21C	i	i
CN1CCC(=O)N([C@H](CSc2ccccc2)Cc2ccccc2)CC1	i	i
O=C(C1CCCCC1)N1CCCn2c1nc1ccccc12	i	i
CCCCCn1c(=O)[nH]c2cc(C(=O)NCc3ccco3)ccc2c1=O	i	i
O=C(NCCc1c[nH]c2ccccc12)c1ccc(F)cc1F	i	i
O=C(CNC1CCCCCC1)Nc1ccccc1N1CCOCC1	i	i
COC(=O)c1[nH]c(C)c(/C(O)=C2\C(=O)C(=O)N(CCN(C)C)C2c2cccs2)c1C (stereo not given)	i	i
CCOc1ccc(N(CC(=O)NCCc2ccccc2)S(=O)(=O)c2ccccc2)cc1	i	i
N#Cc1c(/N=C/c2ccco2)oc(-c2ccccc2)c1-c1ccccc1	i	i
CCc1ccccc1OCc1nnc(N)s1	i	i
Cc1cc(C)cc(NC(=O)c2ccc(NC(=O)c3ccco3)cc2)c1	i	i
CC(=O)N1N=C(c2cccc(Br)c2)OC12CCCC2	i	i
CCCCC(=O)Nc1ccccc1N1CCN(c2ccc(F)cc2)CC1	i	i
Cc1ccc(CS(=O)Cc2ccc(C(=O)N3CCOCC3)o2)cc1 (stereo not given)	i	i
CCCCN(C(=O)c1ccc(Cl)c([N+](=O)[O-])c1)c1c(N)n(CCC)c(=O)[nH]c1=O	i	i
COC(=O)CSc1nc2sc3c(c2c(=O)n1C1CCCCC1)CCN(C)C3	i	8.8*
CCOC(=O)c1c(C)c(C(=O)NCC2CCCO2)c(C)n1CC (stereo not given)	i	i
CNC(=O)N(O)C1N(/N=C/c2ccc(N(C)C)cc2)C(=S)SC1(C)C (stereo not given)	i	i
O=C(CSc1nnc(-c2ccccc2O)o1)N1CCCCC1	i	i
Cc1nn(C)c(C(=O)NN)c1Cl	i	i
NC(=O)c1ccc(Sc2nnc(-c3cccs3)n2CC2CCCO2)c([N+](=O)[O-])c1 (stereo not given)	i	i
COCCN(Cc1ccccc1)C(=O)c1ccc2c(=O)n3c(nc2c1)CCC3	i	i
Cc1ccc(S(=O)(=O)C(C#N)c2nc3ccccc3nc2N2CCN(C)CC2)cc1C (stereo not given)	i	i
Cc1nc2nc(NCc3cccs3)nn2c(C)c1Cl	i	i
O=C1CC(c2ccccc2Cl)CC(O)=C1C=NCCCO (stereo not given)	i	i
COc1ccccc1OC(=O)c1ccc(SC)cc1OC	i	i
C=C(C)COc1ccc(-c2ncncc2-c2ccccc2OC)c(O)c1	i	i
CCc1ccccc1NC(=O)N1CCC(NC(=O)C(Cc2ccc(OC)c(OC)c2)NC(C)=O)CC1 (stereo not given)	i	i
COc1ccc(CCC(=O)Nc2sccc2C#N)cc1	i	i
Cc1nn(C)c(C)c1NC(=O)CCSc1nc(-c2ccco2)cc(C(F)(F)F)n1	i	i
COC(=O)c1sc(S(=O)(=O)N2CCCCC2)c(C(=O)OC)c1C	i	i
O=C(Nc1ccc(Cl)c(S(=O)(=O)N2CCOCC2)c1)c1ccccc1-c1ccc(C(F)(F)F)cc1	i	i
C=CCn1c(SCC(=O)Nc2sccc2C(N)=O)nc2ccccc2c1=O	i	i
COc1ccc(NC(=O)N2CCC(CO)(CC3CCCCO3)CC2)c(OC)c1 (stereo not given)	i	i
NS(=O)(=O)c1ccc(CNC(=O)Cc2cccs2)cc1	i	i
CCCCN1C2CCCC1CC(NC(=O)C1CCCCC1)C2 (stereo not given)	i	i
O=C(CCn1c(=O)[nH]c2ccccc2c1=O)N1CCN(c2ccc(Cl)cc2)CC1	i	i
Cc1cccc(C(=O)NC(=S)Nc2ccccc2C(=O)O)c1	i	i
CCCCn1c(N)c(C(=S)NC(=O)CC(C)(C)C)c(=O)n(C)c1=O	i	i
CCOc1ccc(OCC(=O)Nc2ccc(S(=O)(=O)Nc3cc(C)nc(C)n3)cc2)cc1	i	i
CCN(Cc1ccncc1)C(=O)CCc1nnc(CCC2CCCCC2)o1	i	i
O=C(CSc1nccc(=O)[nH]1)Nc1cccc2ccccc12	i	i
CCOC(=O)C1(Cc2ccccc2C(F)(F)F)CCN(C2CCSC2)CC1 (stereo not given)	i	i
Cc1cc2ncn(CC3CC3(Cl)Cl)c2cc1C (stereo not given)	i	i
O=c1c2cc(Br)ccc2nc(-c2ccc(Cl)cc2)n1O	-6.1*	i
Cc1ccc(C(=O)c2coc3cc([N+](=O)[O-])c(O)c([N+](=O)[O-])c23)cc1	i	i
C=CCN1C(=O)C(CC(=O)O)SC1=Nc1cccc([N+](=O)[O-])c1 (stereo not given)	i	i

4 compounds drawn at random from those above:
SMILES	CHT inh	CHT allo act
Cc1ccc(C(=O)c2coc3cc([N+](=O)[O-])c(O)c([N+](=O)[O-])c23)cc1	i	i
O=c1c2cc(Br)ccc2nc(-c2ccc(Cl)cc2)n1O	-6.1*	i
Cc1cc2ncn(CC3CC3(Cl)Cl)c2cc1C (stereo not given)	i	i
C=CCN1C(=O)C(CC(=O)O)SC1=Nc1cccc([N+](=O)[O-])c1 (stereo not given)	i	i
